Source: PubChem (NCI)
NCI-60 one-dose screen, 48 h, at 10 µM unless noted. Numbers give growth in % (100 = growth as untreated, 0 = no growth, -100 = all killed).
NCI-H322M = NCI-H322M lung cancer; actives 2.7% (n = 80,000)
NCI-H522 = NCI-H522 lung cancer; actives 8% (n = 78,000)
NCI-H226 = NCI-H226 lung cancer; actives 3.5% (n = 79,000); AID 1794732
IGROV1 = IGROV1 ovarian cancer | actives 4.7% (n = 79,000) | AID 1794786
KM12 = KM12 colon cancer cells. actives 5% (n = 82,000)
NCI-H460 = NCI-H460 lung cancer; actives 6.8% (n = 82,000); AID 1794736
COLO 205 = COLO 205 colon cancer. actives 7.3% (n = 79,000). AID 1794742
NCI/ADR-RES = NCI/ADR-RES ovarian cells. AID 1794790. actives 4.4% (n = 81,000)
NCI-H23 = NCI-H23 lung cancer | AID 1794731 | actives 4% (n = 80,000)
Starred values were filed as active, the others as inactive; nt = no result given; & = joins results of further samples. Rule for the calls: active = growth percent below 10; inactive = the rest.

Sequence of screens: NCI-H322M	NCI-H522	NCI-H226	IGROV1	KM12	NCI-H460	COLO 205	NCI/ADR-RES	NCI-H23
CC1=C2[C@@H](CC1)[C@]1(C)O[C@@](C(C)C)(C[C@H]1O)[C@H]2OC(=O)C1CC1c1ccccc1 (stereo partly drawn)
 : 109	73	76	96	92	102	91	77	102
C=C(C)C1(CCCC)C(=O)NC(=S)NC1=O
 : 101	92&103	92	111&113	101&108	105&108	109&103	102&96	102&92
COc1cc(C=Nc2cccc(Br)c2)ccc1N(CCCl)CCCl
 : 132	-82*	75	96	41	22	79	81	73
CCOC(=O)CCC(NC(=O)C(Cc1ccc(N(CCCl)CCCl)cc1)NC=O)C(=O)OCC (stereo not drawn)
 : 88	-68*	58	67	83	8.7*	111	67	2.0*
COc1cc(N(CCCl)CCCl)c(OC)cc1/C=N\Nc1nncn1N
 : 104	101	95	107	107	83	nt	99	99
O=NN(c1ccccc1)c1ccccc1
 : 94	105	95	nt	102	102	110	100	98
CCCCNP(=O)(N1CC1)N1CC1
 : 98	nt	87	70	108	53	113	103	105
N#Cc1ccc(Cn2cc(/C=C3/C(=O)C4CCN3CC4)c3cccnc32)cc1
 : 103	86	82	107	96	103	105	77	87
Cc1ncc(CNC(=O)N(CCCl)N=O)c(N)n1
 : 99	95	99	91	100	105	106	106	100
Oc1c(O)c(Cl)c(Cl)c(Cl)c1Cl
 : 45	-20*	37	-33*	30	15	70	12	27
O=C1NC(=O)C([N+](=O)[O-])C(=O)N1
 : 140	96	101	86	111	116	116	109	108
CCCCCCCCCCCCCC(=O)P(=O)(OCC)OCC
 : 165	nt	103	129	100	103	120	106	104
O=c1[nH]ncc(Cl)c1Cl
 : 96&100	85&86	104&104	106	80&104	74&100	126	102&105	84&102
S=C(N1CCCCCC1)N1CC1
 : 95	107	106	99	112	114	105	115	107
CNP(=O)(NC)NC
 : 113	80	113	102	108	112	116	106	101

Exported in markdown: part of the list above
| smiles | NCI-H322M | NCI-H522 | NCI-H226 | IGROV1 | KM12 | NCI-H460 | COLO 205 | NCI/ADR-RES | NCI-H23 |
| --- | --- | --- | --- | --- | --- | --- | --- | --- | --- |
| O=c1[nH]ncc(Cl)c1Cl | 96&100 | 85&86 | 104&104 | 106 | 80&104 | 74&100 | 126 | 102&105 | 84&102 |
| CC1=C2[C@@H](CC1)[C@]1(C)O[C@@](C(C)C)(C[C@H]1O)[C@H]2OC(=O)C1CC1c1ccccc1 (stereo partly drawn) | 109 | 73 | 76 | 96 | 92 | 102 | 91 | 77 | 102 |
| CCOC(=O)CCC(NC(=O)C(Cc1ccc(N(CCCl)CCCl)cc1)NC=O)C(=O)OCC (stereo not drawn) | 88 | -68* | 58 | 67 | 83 | 8.7* | 111 | 67 | 2.0* |
| CNP(=O)(NC)NC | 113 | 80 | 113 | 102 | 108 | 112 | 116 | 106 | 101 |

(cont.)
Sequence of screens: NCI-H322M	NCI-H522	NCI-H226	IGROV1	KM12	NCI-H460	COLO 205	NCI/ADR-RES	NCI-H23
Cn1cc(C(=O)/C(C#N)=C/c2cc3ccccc3nc2Cl)c2ccccc21
 : 101	88	96	94	104	101	106	103	101
C[C@@H]1CCC2[C@@H](C)[C@H](OC(=O)CCC(=O)NCCNC(=O)Cc3cc(=O)oc4cc(N(C)C)ccc34)O[C@@H]3O[C@]4(C)CC[C@@H]1C23OO4 (stereo partly drawn)
 : 79	-4.8*	65	55	22	39	48	17	21
CC1CN2C(=O)C1(c1ccccc1)C(=O)NC2=S (stereo not drawn)
 : 101	97	95	nt	105	104	109	nt	94
O=C1NC(=S)NC(=O)C1=Cc1cccc([N+](=O)[O-])c1
 : 108	105	99	125	112	104	99	105	100
O=C(NCc1ccc([N+](=O)[O-])cc1)Nc1ccc(S(=O)(=O)F)cc1
 : 88	nt	64	95	84	96	107	78	81
C[C@@H]1C[C@H]2C(=O)O[C@@H](C)C(NC(=O)[C@H](Cc3cc(F)cc(F)c3)NC(=O)Nc3ccc(OS(=O)(=O)F)cc3)C(=O)N3CCC[C@H]3C(=O)N3CCO[C@H](C)[C@H]3C(=O)N[C@@H](CO)C(=O)N2C1 (stereo partly drawn)
 : 54	20	-4.0*	47	38	17	-19*	99	36
COc1cc(C)c(-c2ccc(=O)c(OC)cc2C)c(OC)c1OC
 : 104&104	101&100	97&98	103&105	89&101	103&103	98&99	97&105	95&103
COC1=C(N2CC2)C(=O)c2ccccc2C1=O
 : 103	85	119	121	104	104	119	99	96
Cc1cccc(OCC(O)CN2CC2)c1 (stereo not drawn)
 : 115	107	107	102	104	114	107	101	107
O=C1C(Cc2ccccc2)C(=O)N(Cc2ccccc2)C(=O)N1Cc1ccccc1
 : nt	76	109	105	102	102	103	103	nt
COc1ccc(Cl)cc1NC1=N[C@]23CC(=O)CC[C@]2(C)[C@H]2CC[C@]4(C)C(=O)CC[C@H]4[C@@H]2C[C@@H]3S1
 : 91	91	106	91	88	96	108	97	93
C[CH2][Pb]([CH2]C)([CH2]C)[O]C(=O)COC
 : -11*	nt	6.1*	-13*	5.1*	3.9*	-7.8*	4.1*	-2.6*
CC12CCC3C(CCC4=C(Oc5ccccc5)C(=O)CCC43C)C1CCC2=O (stereo not drawn)
 : 107	87	97	56	116	77	115	90	98
Clc1nc(Cl)nc(Cl)n1
 : 101	101	104	111	103	106	116	101	101
O=C(O)c1ccc([S-])cc1.[Au+].c1ccc(CN2[CH-]N(Cc3ccccc3)C(c3ccccc3)=C2c2ccccc2)cc1
 : 7.7*	-45*	3.4*	-59*	-26*	-29*	-67*	3.1*	-65*
CC[C@H](C)[C@H](NC(=O)C12C3C4C1C1C2C3C41NC)C(=O)N(C)[C@H](C[C@@H](OC(C)=O)c1nc(C(=O)N[C@@H](Cc2ccccc2)C[C@H](C)C(=O)OC)cs1)C(C)C (stereo partly drawn)
 : 52	-4.7*	41	37	15	6.4*	-15*	73	32
CN(C)C(Cc1ccccc1)c1ccccc1 (stereo not drawn)
 : 112	87	93	98	112	115	115	95	93
C[C@]12C=CC(=O)C=C1CC[C@@H]1[C@@H]2C(=O)C[C@]2(C)C(=O)CC[C@@H]12
 : 103	nt	106	112	113	111	105	110	100
O=C1C2(Cl)C3(Cl)C4(Cl)C(Cl)(Cl)C5(Cl)[C@]3(Cl)C1(Cl)[C@]5(Cl)C24Cl (stereo partly drawn)
 : 107	nt	102	88	87	77	85	90	94
O=C(O)c1cc(Cl)c(O)c(Cl)c1
 : 95	79	106	96	113	108	103	109	111
CNC(Cc1ccccc1)c1ccc(N(C)C)cc1 (stereo not drawn)
 : 94	98	101	96	99	98	99	94	103
CCOC(=O)[C@@H](C)C[C@H](Cc1ccccc1)NC(=O)c1nc([C@@H](C[C@H](C(C)C)N(C)C(=O)[C@@H](NC(=O)[C@H]2CCCCN2C)C(C)C)OC(C)=O)sc1CCOCc1ccccc1
 : 12	-49*	-81*	-4.0*	-40*	-55*	-71*	1.1*	15
Nc1ccc(Cl)c(Cl)c1
 : 90	87	100	86	103	103	102	99	99
CC1=C(N2CC2)C(=O)c2ccccc2C1=O
 : 105	79	111	112	95	99	120	93	88
COc1cc(/C=C\[N+](=O)[O-])ccc1OCc1ccccc1
 : 94	74	105	7.9*	24	62	33	69	35
CC(NC(=O)C(Cl)(Cl)Cl)C(=O)O (stereo not drawn)
 : 102	93	95	103	105	104	114	108	103
C[C@]12CC[C@@H](OC(=O)N(CCCl)N=O)C[C@@H]1CC[C@@H]1[C@@H]2CC[C@]2(C)C(=O)CC[C@@H]12
 : 57	51	88	-14*	25	-68*	-72*	43	75
CC(C)(C)c1ccc(OP(=O)(Oc2ccccc2)Oc2ccc(C(C)(C)C)cc2)cc1
 : 101	81	97	103	105	99	106	87	89
O=C1CCC2(O)[C@@H]3Cc4ccc(O)c5c4[C@]2(CCN3Cc2ccoc2)C1O5 (stereo partly drawn)
 : 110	95	89	112	98	103	105	nt	97
O=C(O)CCl
 : 104	96	105	100	102	104	106	99	92
OCCCN1CCN(c2ccccc2Cl)CC1
 : 110	92	100	93	117	100	120	102	98
O=C(/C=C/c1ccc(OC(F)(F)F)cc1)c1nc2ccccc2n1Cc1ccc(Br)cc1
 : 90	89	99	86	94	91	109	92	92
C[C@]12CCc3nc(-c4ccc(C(F)(F)F)cc4)sc3C1=CC[C@@H]1[C@@H]2CC[C@]2(C)C(=O)CC[C@@H]12
 : 95	88	100	109	94	101	110	101	92
COc1ccc(-n2c(=S)[nH]c3ccccc3c2=O)cc1
 : 108	89	96	112	102	104	118	97	98
COc1cc([N+](=O)[O-])c(N)c([N+](=O)[O-])c1
 : 107	91	103	127	107	100	116	103	99
c1cc[n+](CCCC[n+]2ccccc2)cc1
 : 107	92	99	105	98	114	79	102	102
NC1=NC(=O)N2C[C@H]12
 : 117	96	104	120	116	110	127	103	nt
CC(Cc1ccc(O)cc1)NCC(O)c1cc(O)cc(O)c1 (stereo not drawn)
 : 105	105	91	110	110	106	111	101	103
COC(=O)[C@@H](C)C[C@H](Cc1ccccc1)NC(=O)c1csc([C@@H](C[C@H](C(C)C)N(C)C(=O)[C@@H](NC(=O)CN(C)C)C2CC2)OC(C)=O)n1
 : 48	-45*	19	28	7.6*	10	-73*	55	25
O=P(N1CC1)(N1CC1)N1CCN(P(=O)(N2CC2)N2CC2)CC1
 : 112	96	97	98	102	62	103	111	99
OCCCCCNC1CCCCC1
 : 99	68	99	103	111	109	112	103	97
CCSP(=S)(SC)SCC
 : 96	92	98	111	98	98	107	108	110
Nc1nnc(Sc2nc3ccc(Cl)cc3c(=O)n2-c2ccc(Cl)cc2)s1
 : 98	111	93	101	94	101	102	96	96
O=C(Nc1ccc(S(=O)(=O)F)c(Cl)c1)Oc1ccccc1
 : 94	87	104	101	105	105	119	109	97
COC(CN(C)Cc1c[nH]c2ccccc12)OC
 : 84	101	99	84	98	106	109	102	102
CNC(Cc1ccccc1)c1ccco1 (stereo not drawn)
 : 96	79	87	97	101	111	98	105	99
S=c1nc2[se]c3c(c2c(Nc2ccccc2)[nH]1)CCCCC3
 : 107	91	92	100	100	99	114	103	97
COc1cc(C=Nc2cccc(C(=O)O)c2)ccc1N(CCCl)CCCl
 : 100	-3.2*	93	97	57	75	67	103	103
O=c1c2ccccc2nc(-c2ccccc2Cl)n1-c1nnc(C(F)(F)F)s1
 : 18	-23*	43	38	29	25	44	12	-0.3*
O=C1NC(=O)C(=Cc2ccc(OCC(=O)N3CCOCC3)cc2)C(=O)N1
 : 101	100	118	107	109	107	101	106	102
CCNc1nc2c(s1)C1=CC[C@@H]3[C@H](CC[C@]4(C)C(=O)CC[C@@H]34)[C@@]1(C)CC2
 : 105	102	82	107	106	106	117	109	109
O=C(O)COc1ccc(Cl)cc1Cl
 : 113	116	99	108	108	107	108	111	100
CCC(=O)c1ccc(N)cc1
 : 116	115	112	114	107	110	119	109	105
COCCn1cc(C(=O)C2C(C)(C)C2(C)C)c2ccccc21
 : 102	90	87	102	91	99	108	97	92
Nc1nc(N)c2cnnn2n1
 : 106	98	101	112	110	110	112	109	111
CC1(C)N=C(N)N=C(N)N1c1ccc(CCc2ccc(S(=O)(=O)F)cc2)c(Cl)c1
 : 117	nt	106	125	114	103	121	113	120
CNCCc1cc2c(cc1C=O)OCO2
 : 93	101	99	111	114	105	99	109	107
O=c1oc2cc(Br)ccc2n1SC(Cl)(Cl)Cl
 : 115	87	101	111	111	107	104	107	98
ClCCN1c2ccccc2Sc2c1ccc1ccccc21
 : 95	95	92	79	89	78	94	96	87
O=[N+]([O-])c1ccc(O)c(CBr)c1
 : 112	113	96	112	103	103	117	103	101

The list is partial; the hit share may differ from the screen's.
